TRHR agonist = TRH receptor (human) agonism | AID 493084 | 360,000 compounds, 0.18% hits | TRHR cells, calcium flux fluo-8, FDSS agonist mode | activation, % at 2 µM | P34981; note: 0% is about no effect
Target sequence (P34981 whole entry, looked up): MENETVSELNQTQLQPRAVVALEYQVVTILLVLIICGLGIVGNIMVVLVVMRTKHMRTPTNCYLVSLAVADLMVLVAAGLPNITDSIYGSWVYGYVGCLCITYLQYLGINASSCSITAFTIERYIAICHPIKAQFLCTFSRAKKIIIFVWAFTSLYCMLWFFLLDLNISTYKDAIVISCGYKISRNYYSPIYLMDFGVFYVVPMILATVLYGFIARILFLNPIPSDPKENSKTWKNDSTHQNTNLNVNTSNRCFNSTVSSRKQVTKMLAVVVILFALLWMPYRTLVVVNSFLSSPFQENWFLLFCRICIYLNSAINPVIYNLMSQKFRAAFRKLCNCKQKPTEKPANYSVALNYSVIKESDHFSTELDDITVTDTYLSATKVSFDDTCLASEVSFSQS
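TRHR-expressing cells loaded with fluo-8 calcium dye; 23 nL library compound pin-transferred, kinetic FDSS fluorescence (Ex 480/Em 530) recorded about 180 s for agonist-induced calcium release, before a 10 nM TRH EC20 addition for potentiator mode.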
D2 agonist = activates the human D2 dopamine receptor. P14416. HEK293 T-REx D2 cells, calcium flux agonist mode. activation, % at 2 µM. 340,000 compounds, 0.53% hits;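 active = activation over 3 SD above normal in the single-dose calcium agonist read, cut at about 30% in these data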; note: 0% is about no effect
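Agonism scored from kinetic calcium signal (1 read/sec, 180 s) following compound pin transfer, after a 10 s baseline. Cells: HEK293 Trex line expressing inducible D2 receptor coupled to calcium, dye-loaded after overnight culture at 30 C.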
TRHR PAM = allosteric enhancers of human TRH receptor | P34981 | 360,000 compounds, 0.66% hits | enhancement, % at 2 µM | TRHR cells, fluo-8 calcium fluorescence, EC20 TRH enhancement | AID 493056; in the data active = enhancement above about 30%; note: 0% is about no effect
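Enhancer read-out: after compound pinning and an initial kinetic agonist-mode read, an EC20 of TRH (10 nM final) was injected and fluo-8 calcium signal (Ex 480/Em 530) followed at 1 s/cycle for 100 cycles in TRHR-expressing cells.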
D2 antagonist = antagonists of human D2 dopamine receptor. P14416. HEK293 TREx D2 cells, calcium flux, dopamine EC80. inhibition, % at 10 µM. 340,000 compounds, 2% hits; in the data active = inhibition above about 30%; note: 0% is about no effect
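Tetracycline-induced HEK293 T-REx cells expressing D2 force-coupled to calcium signalling were dye-loaded, exposed to compound for 180 s, then challenged with an EC80 of dopamine; calcium flux was followed kinetically for a further 180 s.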
RXFP1 antag = RXFP1 (human) relaxin receptor antagonism | 350,000 compounds, 0.59% hits | activity change, negative = inhibition, % at 57.5 µM | HEK293-RXFP1, relaxin-stimulated cAMP HTRF, 30 min; hits give low values;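 active = activity change of -60% or lower, but not beyond a set lower limit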; note: % is set by controls: 0 for no effect and ±100 for the full control effect
D1 antag = human D1 dopamine receptor antagonism; P21728; HEK293 TREx D1 cells, calcium flux, dopamine EC80; hits give low values; activity change, negative = inhibition, % at 10 µM; 360,000 compounds, 3.2% hits; AID 504652; in the data active = activity change below about -30%; note: % is set by controls: 0 for no effect and ±100 for the full control effect
Target sequence (P21728 whole entry, looked up): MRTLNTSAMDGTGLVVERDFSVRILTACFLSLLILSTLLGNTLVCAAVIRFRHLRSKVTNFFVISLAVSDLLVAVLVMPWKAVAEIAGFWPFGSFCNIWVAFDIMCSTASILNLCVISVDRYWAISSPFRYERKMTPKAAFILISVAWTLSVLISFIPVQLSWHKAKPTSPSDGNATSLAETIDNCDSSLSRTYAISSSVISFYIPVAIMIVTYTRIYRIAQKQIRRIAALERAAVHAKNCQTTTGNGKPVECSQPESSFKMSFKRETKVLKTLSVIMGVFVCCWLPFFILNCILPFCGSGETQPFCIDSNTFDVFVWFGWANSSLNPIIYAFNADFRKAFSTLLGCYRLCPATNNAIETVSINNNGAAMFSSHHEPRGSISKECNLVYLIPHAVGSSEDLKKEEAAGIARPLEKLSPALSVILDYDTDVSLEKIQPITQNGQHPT
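Cells carrying a force-coupled, tetracycline-inducible human D1 receptor report calcium flux. Each well gets a 10 s baseline, compound with 180 s monitoring, then an EC80 dopamine stimulus with a second 180 s kinetic read.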
D2 PAM = D2 dopamine receptor (human) potentiation; 340,000 compounds, 0.34% hits; AID 485347; potentiation, % at 10 µM; HEK293 T-REx D2, calcium flux, EC20 dopamine potentiation;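 active = potentiation over 3 SD above the plate norm, cut at about 30% in these data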; note: 0% is about no effect
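Potentiation of an EC20 dopamine calcium response measured kinetically over 180 s, after a preceding 180 s compound-only read flagging agonists. Cells: inducible Hek293 Trex D2 line, 4000/well, cultured overnight at 30 C before dye loading.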
D1 ag = human D1 receptor agonism | P21728 | HEK293 T-REx D1 cells, calcium flux, agonist mode | activation, % at 2 µM | 360,000 compounds, 1% hits; note: 0% is about no effect
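Tetracycline-induced HEK293 TREx D1 cells, force-coupled to calcium signalling, were dye-loaded with a no-wash calcium kit. Compound was pin-added after a 10 s baseline. Fluorescence was read kinetically at 1 cycle/s for 180 s, with calcium rises flagged as agonism.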
D1 potentiator = potentiators of human D1 dopamine receptor; HEK293 TREx D1 cells, calcium flux, dopamine EC20 potentiation; 360,000 compounds, 0.036% hits; potentiation, % at 10 µM; in the data active = potentiation above about 30%; note: 0% is about no effect
Active calls of the source: *; . = not tested or not shown. Cut-off read from the data, not from the text of the source, unless noted: active = activation above about 30%; inactive = the rest.

SMILES	TRHR agonist	D2 agonist	TRHR PAM	D2 antagonist	RXFP1 antag	D1 antag	D2 PAM	D1 ag	D1 potentiator
Cc1csc(NC(=O)c2ccc(Cl)nc2)n1	1.5	0.3	6	9	-17	6	-6	1	-2
O=S(=O)(Nc1ccccc1)c1cccc2nsnc12	0.0	0.2	5	2	0	-5	13	1	-1
Cc1ccc(C)c(NC(=O)c2nnn(Cc3ccccc3C)c2N)c1	0.3	-0.3	9	-5	4	6	13	11	13
Cc1ccc(NC(=O)N2CCC(C(=O)NCCC3=CCCCC3)CC2)cc1	-0.7	0.2	2	4	8	-17	-3	0	-4
CCCN1C(=O)c2[nH]nc(-c3cc(Cl)c(C)cc3O)c2C1c1ccc(O)c(OC)c1 (configuration not stated)	-0.3	3.0	-2	-4	5	-10	4	-1	3
CCCCCCCN1CCN=C1N(C)C	0.4	-0.2	-2	-8	.	-35*	-1	0	-5
COC(C[C@@H]1O[C@H]1[C@H](O)COCc1ccccc1)OC	-0.2	0.3	-1	-30	.	0	12	2	-3
CC1(C)Cc2ccccc2C(=NC(Cc2c[nH]c3ccccc23)C(=O)O)N1 (configuration not stated)	-0.7	-0.5	3	10	-1	-7	6	3	4
FC(F)(F)c1ccc(/C=N/N2CCN(Cc3cccc4ccccc34)CC2)cc1	0.2	0.2	8	-4	-1	5	-1	2	0
CCOC(=O)c1ccc(NC(=O)CSc2nnc(CC)o2)cc1	1.1	0.7	7	-6	-3	-12	-1	1	-3
CN(C)CCCn1c(NC(=O)C2CCCCC2)nc2ccccc21	1.6	.	1	.	3	1	-30	1	-3
CCCN(Cc1cc(=O)[nH]c2ccccc12)C(=O)CC	1.7	0.2	4	-7	5	-12	7	2	-3
O=c1onc(-c2cccs2)n1Cc1ccccc1	-1.5	-0.7	-6	2	-1	15	-5	2	-8
CCN1CCN(C2=C(NS(=O)(=O)c3ccc(NC(C)=O)cc3)C(=O)c3ccccc3C2=O)CC1	-0.2	0.4	5	4	9	3	-2	1	2
CCS(=O)(=O)c1ncc(N(Cc2cccc(F)c2)Cc2ccco2)c(C(=O)Nc2ccccc2Cl)n1	0.7	0.2	1	.	-14	6	9	1	2
O=C(CCNC(=O)c1ccccc1Cl)Nc1cc(C(F)(F)F)ccc1N1CCCC1	-0.9	-0.7	-11	-2	3	15	-5	17	-7
CCN1CC2([N+](=O)[O-])CC=C(OC)C([N+](=O)[O-])(C1)C2 (configuration not stated)	0.4	0.5	-2	17	18	-4	-6	-1	-1
CCOc1cc(CNCCO)cc(Br)c1OCc1cccs1	0.8	1.0	-4	-15	-11	0	-1	34*	-2
Cc1ccc(C(=O)N2CCCC(Nc3ccc(C(C)C)cc3)C2)cn1 (configuration not stated)	-0.4	0.2	0	-4	2	29	0	2	-2
CC(/C=C/c1ccccc1)=N\NC(=O)c1ccc(Br)cc1	0.1	-0.5	-4	-11	0	-7	.	2	-1
COc1ccc(NC(=S)NCCN2CCC(C)CC2)cc1Cl	0.8	-0.9	13	16	-19	.	-9	10	-5
CC(=O)c1ccc(NC(=O)CCC(=O)N2CC(C)Oc3ccc(C)cc32)cc1 (configuration not stated)	-1.0	-0.7	0	16	-3	-7	-1	3	-6
COc1ccc(-c2noc(-c3cc(-c4ccc(F)cc4)n[nH]3)n2)cc1	0.1	0.8	6	.	-8	-16	3	0	-2
O=C(C(=O)N1CCN(c2ccccc2F)CC1)c1c[nH]c2ccccc12	0.5	1.0	9	-29	-29	-83*	-4	4	-3
Cc1cc(C)n2ncc(C(=O)O)c2n1	-0.2	-0.6	1	2	-12	-46*	16	-1	-3

The final 6 compounds of the section above open the next one.
SMILES	TRHR agonist	D2 agonist	TRHR PAM	D2 antagonist	RXFP1 antag	D1 antag	D2 PAM	D1 ag	D1 potentiator
CC(/C=C/c1ccccc1)=N\NC(=O)c1ccc(Br)cc1	0.1	-0.5	-4	-11	0	-7	.	2	-1
COc1ccc(NC(=S)NCCN2CCC(C)CC2)cc1Cl	0.8	-0.9	13	16	-19	.	-9	10	-5
CC(=O)c1ccc(NC(=O)CCC(=O)N2CC(C)Oc3ccc(C)cc32)cc1 (configuration not stated)	-1.0	-0.7	0	16	-3	-7	-1	3	-6
COc1ccc(-c2noc(-c3cc(-c4ccc(F)cc4)n[nH]3)n2)cc1	0.1	0.8	6	.	-8	-16	3	0	-2
O=C(C(=O)N1CCN(c2ccccc2F)CC1)c1c[nH]c2ccccc12	0.5	1.0	9	-29	-29	-83*	-4	4	-3
Cc1cc(C)n2ncc(C(=O)O)c2n1	-0.2	-0.6	1	2	-12	-46*	16	-1	-3
Oc1ccc(Br)cc1CNc1cccc2cccnc12	0.5	0.5	-3	-12	20	-13	7	0	-30
Cc1ccc(NC(=O)CSc2nnc(-c3cc(C)[nH]n3)n2N)c(C)c1	0.1	0.0	4	-50	3	9	13	0	0
CCOc1ccc(Oc2nc(NC)nc(N3CCOCC3)n2)nn1	1.0	-0.2	6	.	-5	9	1	0	0
CCCn1nc(C(=O)NNC(=O)CCCOc2ccc(OC)cc2)c2ccccc2c1=O	0.2	1.2	-3	-6	-3	-18	16	3	-4
O=C(c1cccc(C(=O)N2CCN(c3ccccc3F)CC2)c1)N1CCN(c2ccccc2F)CC1	-1.2	-0.7	-10	5	11	-23	5	3	-2
O=C(O)c1ccc(NC(=O)c2ccc(Cl)cc2)c(NC(=O)c2ccc(Cl)cc2)c1	0.8	-0.1	24	-7	-12	12	0	0	2
Cc1ccc(/C(N)=N/OC(=O)c2ccc(C)cc2Cl)cc1	0.2	-0.2	-2	-11	13	-5	-9	2	-1
CC(C)(C)c1ccc(S(=O)(=O)NCC(=O)N2CCCC2)cc1	-0.1	2.1	-10	9	6	-21	-6	4	-6
CC(C)c1nc(C#N)c(NCCCn2ccnc2)o1	0.3	0.4	-5	43*	-2	3	-16	2	-3
Cc1ccc(-c2nnc(SCC(=O)N3CCCc4ccccc43)n2N)cc1	0.7	-2.7	-5	-3	-8	5	1	1	-1
CCc1cccc(NC(=O)c2cc3c(=O)oc4ccc(C)cc4c3s2)c1	0.9	1.1	3	.	.	5	1	1	-3
CCCC(=O)Oc1ccc(-c2nccc(C(OC)OC)n2)cc1	-0.3	-2.2	2	-22	-12	-15	12	2	7
CCOC(=O)c1c(NC(=O)c2cc(=O)c3cc(C)cc(C)c3o2)sc(C)c1C	0.3	0.6	2	.	1	4	17	-1	-1
CC(=O)Nc1cccc(-c2nc3ccc(NC(C)=O)cc3s2)c1	-0.7	0.0	-6	4	3	1	2	2	-4
CC(=O)NC1=NN(C(C)=O)C(C)(c2ccco2)S1 (configuration not stated)	-0.5	0.2	8	11	2	-20	6	11	-2
O=C(O)C1CCN(C(=O)c2ccccc2N2C(=O)[C@@H]3Cc4c([nH]c5ccccc45)C(c4cccc(Cl)c4)N3C2=O)CC1 (some centres not stated)	0.2	0.1	-5	10	.	2	-5	1	-4
ClC1(Cl)CC1Cn1c(C2CC2)nc2ccccc21 (configuration not stated)	0.2	-0.1	2	-3	5	-21	3	4	-1
CCOCCCNC(=O)CN1CCN(S(=O)(=O)c2ccc3c(c2)CCC3)CC1	-0.2	0.0	-6	13	-3	1	14	-1	-2
COc1ccc(Cc2nc3ccc(C(=O)NCC4CCOCC4)cc3o2)cc1OC	-0.3	0.6	10	-7	0	8	-3	2	1
CCOC(=O)C1=C(O)C(=O)N(Cc2ccccc2)CC1	1.0	-1.5	-2	-4	2	6	-8	0	4
N#Cc1cc(-c2ccccc2)oc1/N=C/c1ccccc1O	-0.7	0.0	0	-8	0	-20	-2	2	-6
Cc1cccc(NC(=O)c2ccc(C3SCC(=O)N3CCc3ccccc3)cc2)c1C (configuration not stated)	-0.8	0.0	-1	3	-2	-7	3	19	-2
Cc1ccccc1-c1nn[nH]n1	-0.8	-0.6	-5	-11	24	-15	16	1	-4
COc1ccc(OC)c(S(=O)(=O)Nc2ccc(-c3ccc4nncn4n3)cc2)c1	-0.2	1.2	2	-30	-8	-8	12	3	-5
CCOC(=O)c1cc2occc2n1CCCN1C(=O)c2ccccc2C1=O	0.5	-0.5	-6	-12	-11	-3	3	6	-7

Arranged by the number under D2 PAM (low to high): some entries from above
structure	D2 PAM
Cc1ccc(/C(N)=N/OC(=O)c2ccc(C)cc2Cl)cc1	-9
CCCC(=O)Oc1ccc(-c2nccc(C(OC)OC)n2)cc1	12
CCCn1nc(C(=O)NNC(=O)CCCOc2ccc(OC)cc2)c2ccccc2c1=O	16

The results go on:
SMILES	TRHR agonist	D2 agonist	TRHR PAM	D2 antagonist	RXFP1 antag	D1 antag	D2 PAM	D1 ag	D1 potentiator
COc1ccc2cc(CN(CC3CCCO3)C(=S)Nc3ccccc3)c(=O)[nH]c2c1 (configuration not stated)	-0.1	0.7	-10	-3	-6	-8	-2	2	-4
CCn1c(SCC(=O)NC(=O)NCc2ccco2)nnc1-c1cccs1	-0.6	0.8	3	5	-8	-12	0	2	-4
Cn1cc(CN2CCC(n3nccc3NC(=O)C3CCCC3)CC2)cn1	0.2	-0.7	1	-9	-3	22	-1	1	-1
CCN(CC)S(=O)(=O)c1ccc(OC)c(NC(=O)Cc2cccs2)c1	-0.2	-0.7	4	-1	-1	4	-5	1	-6
COc1ccc(CC(=O)Nc2ccccc2C(=O)N2CCOCC2)cc1OC	0.1	-3.2	7	3	-6	4	8	1	1
c1coc(CN=C2NC(=NCc3ccco3)c3ccccc32)c1	-0.5	0.1	0	2	1	-6	4	18	-10
Cc1ccc(-c2nc(CS(=O)CC(=O)NCc3ccco3)c(C)o2)cc1 (configuration not stated)	-0.3	-0.4	-6	-6	3	0	2	0	-1
Cn1cc(S(=O)(=O)N2CCOCC2)cc1C(=O)Nc1cccc(C#N)c1	0.4	-0.1	3	.	.	2	5	3	1
S=C(NCCc1ccccc1)N1CCN(Cc2ccccc2)CC1	0.1	0.5	-5	6	.	-9	-7	3	-4
C=CCn1c(SCC(=O)N(CCC)C2CCS(=O)(=O)C2)nnc1-c1ccccc1OC (configuration not stated)	0.1	1.5	2	12	-3	1	26	2	6
COc1ccc2[nH]cc(S(=O)(=O)c3ccc(C)cc3)c2c1	-0.6	-1.1	2	-1	4	-1	-8	4	1
Cn1c(CNC(=O)CNC(=O)Cc2ccccc2)cc(=O)n(C)c1=O	0.7	0.4	-5	9	-6	6	-1	3	-3
CCCOc1ccc(NC(=O)CC2C(=O)N(c3cccc(C)c3)C(=O)N2CCc2ccncc2)cc1 (configuration not stated)	-0.1	-0.7	3	.	3	0	3	0	-3
Cc1ccc(OCC(=O)N/N=C\c2cn(Cc3ccccc3)c3ccccc23)cc1C	2.0	-0.5	1	4	-9	-2	-9	0	-6
CCOC(=O)C1=C(O)/C(=C/c2ccc(OCC(=O)Nc3ccc(C)cc3)cc2)N=C1C	0.3	-0.5	-1	4	-4	27	7	3	2
CN(C)Cc1c(O)ccc2cc(-c3nc4ccccc4n3C)c(=O)oc12	23	20	40*	14	7	3	4	22	-3

Compounds were not picked by outcome. Share with any hit: about 7.3%.
